Bioassay records: PubChem BioAssay, National Center for Advancing Translational Sciences (NCATS)
UDG counter = blocks uracil-DNA glycosylase in AID counter-screen | AID 1347430 | FRET deamination/UDG coupled assay, UDG read, 4 h | Potency, µM (doses to about 115 µM), for inactives: top-dose activity change, negative = inhibition, most hits filed as inhibitors | 91,000 compounds, 0.14% hits; note: nearly all actives have a fitted effect of over 65% in size
AID inh = inhibitors of human activation induced cytidine deaminase; Q9GZX7; AID deamination FRET fluorescence, UDG-coupled, 4 h; Potency, µM (highest dose often 115 µM), without a hit: top-dose activity change, negative = inhibition, actives largely listed as inhibitors; 91,000 compounds, 0.32% hits; AID 1347428; note: nearly all actives have a fitted effect of over 25% in size
Target sequence (Q9GZX7 whole entry, looked up): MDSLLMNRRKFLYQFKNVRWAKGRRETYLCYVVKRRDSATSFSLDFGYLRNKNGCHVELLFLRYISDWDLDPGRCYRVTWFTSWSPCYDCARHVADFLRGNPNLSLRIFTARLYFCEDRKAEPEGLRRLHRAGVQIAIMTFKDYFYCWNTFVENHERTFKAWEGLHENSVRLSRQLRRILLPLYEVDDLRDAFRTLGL
* = called active by the depositor; ? = inconclusive; [ ] = dose if it differs, or a comment. Calls come from the whole dose curve; as a rule, active = well fitted curve in the direction sought with a large enough effect; inconclusive = small, poorly fitted or top-dose-only effect, or another doubt; inactive = no such curve, though single readings can be large; an effect the other way counts as inactive or inconclusive. % is set by controls: 0 for no effect and ±100 for the full control effect; potency is the fitted concentration of half-maximal effect.

The opening two entries (preview)
Molecule | AID inh | UDG counter
Cc1ccc2c(CC(=O)N(Cc3ccc(F)cc3)C3CC3)coc2c1 | -9% | 1%
COc1ccc(OC)c(C(=O)Oc2ccc(C#N)cc2)c1 | -1% | 0%

The listing, from the start:
Molecule | AID inh | UDG counter
Cc1ccc2c(CC(=O)N(Cc3ccc(F)cc3)C3CC3)coc2c1 | -9% | 1%
COc1ccc(OC)c(C(=O)Oc2ccc(C#N)cc2)c1 | -1% | 0%
Cc1nc(C(F)(F)F)ccc1C(=O)O | 17% | -1%
COc1cccc(CNC(=O)c2ccc(CNS(=O)(=O)c3ccc(C)cc3)cc2)c1 | -12% | -5%
CCCCNc1nc(Oc2ccc(OCC)nn2)nc(N2CCOCC2)n1 | 8% | 11%
O=C(CN1C(=O)COc2ccc(S(=O)(=O)N3CCCCC3)cc21)NCc1ccccc1Cl | 6% | -10%[57.5 µM]
CCC1CCCCN1CCCNC(=O)CN1C(=O)CSc2ccc(S(=O)(=O)N3CCC(C)CC3)cc21 (configuration not stated) | -2% | -15%[57.5 µM]
CC(CC(=O)Nc1cccc(O)c1)(C(=O)O)c1ccccc1 (configuration not stated) | 10% | 6%
O=C(Cn1c(=O)n(-c2ccc(F)c(Cl)c2)c(=O)c2sc3ccccc3c21)NC1CCCC1 | 0% | -4%
CCNC(=O)C(C)NC(=O)CCNC(=O)N(C)Cc1ccccc1 (configuration not stated) | 7% | 4%
Cc1cc2c(cc1S(=O)(=O)NCc1ccc(F)cc1)OCCN2C | -3% | 1%
Cc1ccc(-n2cc3c(c2-c2ccccc2Br)c(=O)n(C)c(=O)n3C)cc1N | 7% | -6%
C[C@H](Nc1ncnc2sc3c(c12)CCC3)C(=O)O | 3% | -4%
O=C(Cn1ncc2ccccc2c1=O)Nc1ccc(OC2CCCC2)cc1 | -10% | -10%
CCCNC(=O)NC(=O)CN(CC(C)C)C1CC1 | -4% | -6%
COc1cc(C(=O)Nc2ccccc2OCc2cc(=O)n3cc(C)sc3n2)cc(OC)c1OC | 2% | -2%
CC(C)CCC(CCNCc1cccs1)C1CCOC(C)(C)C1 (configuration not stated) | -10% | -2%
Cn1nnnc1SCCCNCc1ccc(Cl)cc1 | -5% | 4%
Cc1ccccc1C(=O)N1CCC2(CC1)OCCN2S(=O)(=O)c1ccc(Cl)cc1 | -20% | -9%
CCn1nc(C)c2ccn(CC(=O)NCc3ccccc3C(F)(F)F)c(=O)c21 | -9% | -2%
COc1ccc(C(=O)NCC(c2cccnc2)N2CCN(c3ccccc3OC)CC2)cc1 (configuration not stated) | -20% | 1%
CCCn1c(=O)c2sccc2n2c(CCCC(=O)Nc3ccc(Oc4ccc(Cl)cc4)cc3)nnc12 | -9% | -14%
COc1ccc(CCNC(=O)CCc2c(C)c3cc4c(C)c(C)oc4cc3oc2=O)cc1 | -5% | -2%
N#Cc1ccccc1CNc1cc(Cl)ccc1Cl | -12% | 0%
Cc1ccc(NC(=O)C(Cc2ccccc2)N2Cc3ccccc3C2=O)cc1Cl (configuration not stated) | ? | -12%
Cc1cc(C(=O)OCC(=O)Nc2cc(S(=O)(=O)N(C)C)ccc2C)c2ccccc2n1 | -6% | 7%
COc1ccc(CC(=O)Nc2ccc3nc(N4CCCCC4)cc(C)c3c2)cc1 | 2% | -1%
Cc1ccc(-c2cc3c(n2-c2ccc(C)cc2)CC(C)(C)CC3=O)cc1 | -5% | -3%
COc1ccc(N2CC(NC(=O)C3CCCC3)CC2=O)cc1 (configuration not stated) | 4% | 8%
Cc1ccccc1OCC(=O)Nc1ccc2nc(SCC(=O)N3CCOCC3)sc2c1 | 2% | 7%[57.5 µM]
Cc1cccc(NC(c2cccc(F)c2)c2ccc3ccc(C)nc3c2O)n1 (configuration not stated) | 10% | -8%
COc1ccc(N2CCN(C(=O)c3cn(CC(C)C)c(=O)c4c3c3ccccc3n4C)CC2)cc1 | ? | -15%
COc1ccc2nc(N(Cc3cccnc3)C(=O)c3ccco3)sc2c1 | ? | -7%
CC(C)NC(=O)c1ccc2c(Cl)c3c(nc2c1)CCCC3 | -9% | 8%
Cc1c(Cl)cccc1NC(=O)CN1C(=O)CSc2ccc(S(=O)(=O)N3CCCC3)cc21 | 12% | 4%[57.5 µM]
Cc1cccc(C(=O)NC(NC(C)C)C(Cl)(Cl)Cl)c1 (configuration not stated) | 1% | 5%
CN=c1nc(-c2ccccc2)n(-c2ccccc2)s1 | 5% | 4%
COC(=O)c1ccc(CNC(=O)CCCNC(=O)C(C)(C)C)cc1 | -3% | 9%
CC(C)n1nc(C(=O)NCCc2cccs2)c2ccccc2c1=O | -6% | -1%
COc1ccc2c(C)c(CCC(=O)Nc3ccc(C)cc3O)c(=O)oc2c1 | 10% | 11%
COc1ccc(-c2c(C)oc3cc(OC(C)C(=O)O)ccc3c2=O)cc1OC (configuration not stated) | 3% | 1%
CC(Nc1ccc(F)cc1)C(=O)Nc1ccc(Cl)cn1 (configuration not stated) | 3% | -9%
COc1ccc(Cl)cc1NC(=O)c1noc2c1CCc1ccccc1-2 | 1% | 0%
CCc1ccc2[nH]c(C(C)(C)C)c(C=O)c2c1 | 1% | -5%
Cc1ccc2occ(CC(=O)Nc3ccc(Cl)c(C(F)(F)F)c3)c2c1 | -12% | -1%
COCC(C)Nc1oc(-c2ccc(Cl)cc2)nc1C#N (configuration not stated) | -13% | -7%
COCCNC(=O)CCCn1c(SCC(=O)c2ccc(F)cc2)nc2c(sc3ccccc32)c1=O | -18% | -9%[57.5 µM]
CC(=C/c1ccccc1)/C=N/NC(=S)NC1CCCCC1 | 3% | 5%
CC(C)N(C)CC1CCN(C(=O)NCCc2ccc(F)cc2)CC1 | 5% | 3%
COC(=O)c1c(NC(=O)c2cccc(OC)c2)sc2c1CCC(C(C)(C)C)C2 (configuration not stated) | 11% | -12%

More results follow.
Molecule | AID inh | UDG counter
CCOC(=O)c1c(S(=O)(=O)N2CCN(c3cc(Cl)ccc3C)CC2)c(C)n(C)c1C | ? | -12%[57.5 µM]
COc1ccc(C)cc1NC(=O)N1CCC(CN2CCC(C)CC2)CC1 | -13% | -8%
CCC(CC)c1nnc(NC(=O)c2cc(C)nc3ccccc23)s1 | -2% | 4%
CC(=O)c1ccc(NC(=O)CSc2nnc3ccc(-c4ccc(Br)cc4)nn23)cc1 | 13% | 0%
O=C(OCc1cc(=O)n2nc(C3CCCCC3)sc2n1)c1ccc(F)cc1 | 30% | 48%[activator]
CCCCn1c(SCC(=O)Nc2cccc(OC)c2)nc2c(sc3ccccc32)c1=O | -2% | 3%
CCC(C)c1ccc(NC(=O)COC(=O)C2CCCC2)cc1 (configuration not stated) | -9% | -3%
O=C(CCl)N(CC1=CCSC1)c1ccccc1 | -7% | -7%
COc1ccc(C2=C(C)C(=O)N(Cc3ccc(C(=O)Nc4ccc(C)c(C)c4)cc3)S2(=O)=O)cc1 | -3% | ?
CN(C)C(CNC(=O)CC1C=CCC1)c1ccsc1 (configuration not stated) | 1% | 0%
COc1ccc(-c2nn(-c3cccc([N+](=O)[O-])c3)c3c2cnc2cc4c(cc23)OCO4)cc1 | 7% | 13%
COc1ccc(CNC(=O)C(CC(C)C)NS(=O)(=O)c2ccc3c(c2)oc(=O)n3C)cc1 (configuration not stated) | 5% | 3%
O=C(c1ccc(F)cc1)N1CCC(c2nc3ccccc3o2)CC1 | -15% | 7%[57.5 µM]
Cc1oc(-c2ccccc2)nc1CC(=O)NC(C)CN1CCOCC1 (configuration not stated) | 3% | -10%
Cc1ccc(C2CC(=O)Nc3c2c(C)nn3-c2nc(C)cc(C)n2)c(C)c1 (configuration not stated) | -6% | 7%
Cc1ccc(NC(=O)CN2c3ccccc3S(=O)(=O)c3ccccc32)cc1F | -28% | -15%
CCN(CC)c1ccc(NC(=O)c2ccc3ccccc3n2)cc1 | -22% | -28%
O=C(CC1CCCC1)NCCCNC(=O)CC1CCCC1 | -5% | 2%
Cc1ccc(OC(=O)CSc2nnc(-c3ccc4c(c3)OCO4)o2)c(C)c1 | ? | ?
CCOC(=O)C1CCN(C(=O)Cn2ncn3nc(-c4ccco4)cc3c2=O)CC1 | -5% | -2%
CCOC(=O)c1cc(-c2ccccc2)n(CCC(=O)Nc2cc(C)cc(C)c2)c1C | -4% | 9%[57.5 µM]
COc1ccc(C)cc1C(C)NC(=O)CC1Sc2ccccc2NC1=O (configuration not stated) | 5% | 12%
CCCNC(=O)NC(=O)CN(C)Cc1ccccc1C(F)(F)F | 1% | -5%
CCN(C(=O)CN(C)S(=O)(=O)c1ccc2c(c1)c(=O)n(C)c(=O)n2C)c1ccc(OC)cc1 | -29% | -4%
Cc1nc2c(c(C)c1CCC(=O)NCc1ccc(F)cc1)c(=O)n(C)c(=O)n2C | 12% | 6%
N[C@@H](CCCC(=O)O)C(=O)O | -1% | -4%
Cc1ccc(-c2cc(C(=O)N3CCN(Cc4ccncc4)CC3)c3ccccc3n2)o1 | 25% | 6%
COc1ccc(S(=O)(=O)Nc2cccc(-c3ccc(N4CCCC4)nn3)c2)c(OC)c1 | -6% | 22%
CC(CCc1ccccc1)NCCNC(=O)c1ccccc1 (configuration not stated) | 1% | 5%
COc1ccc(NC(=O)c2cc3c(=O)n(C)c4ccccc4c3s2)cc1Cl | 2% | -6%
S=C(NCCc1ccc(Cl)cc1Cl)NCc1ccccc1 | -12% | -15%
CCCCOc1ccc(C(=O)Nc2nc3c(s2)CC(C)CC3)cc1 (configuration not stated) | -2%[57.5 µM] | -18%[57.5 µM]
O=S1(=O)CCN(C2CCCCC2)c2c(F)nc(N3CCCCC3)c(F)c21 | -9% | 4%
CCCn1c(CN2CCN(c3ccc(OC)cc3)CC2)nc2c1c(=O)[nH]c(=O)n2C | 11% | -14%
CCN(CC(=O)NCc1cccs1)C(=O)c1cccc(S(=O)(=O)N2CCc3ccccc32)c1 | -12% | -7%
O=C(NCCCN1CCCC1)NCc1ccccc1 | -3% | -3%
CCOC(=O)c1cccc(NC(=O)CSc2ncc3c(n2)-c2ccc(Cl)cc2N(Cc2ccccc2)S3(=O)=O)c1 | 48%[activator] | 0%
O=C(NCC(c1cccnc1)N1CCc2ccccc21)c1cccc(F)c1 (configuration not stated) | ? | 5%
COc1cc(Br)c(CC(=O)Oc2c(C)cccc2C)cc1OC | 8% | 4%
CN(C)C(=O)COC(=O)CCc1c[nH]c2ccccc12 | -2% | -2%
CCCCN(C)C(=O)C1CCC(CNS(=O)(=O)c2ccc3c(c2)CC(C)N3C(C)=O)CC1 (configuration not stated) | -4% | -8%
CC(CC(=O)C(C#N)C(=O)Nc1ccccc1F)c1ccc(F)cc1 (configuration not stated) | -23% | -5%
CCc1nn2c(=O)cc(COC(=O)C3CCCCC3)nc2s1 | 20% | 5%
COC(=O)c1c(NC(=O)c2cc3ccccc3o2)sc(C)c1C | -4% | 6%
CCN(CC)S(=O)(=O)c1ccc(C(C)NCc2cccs2)cc1 (configuration not stated) | -5% | -7%
CCCCCOc1ccc(NC(=O)Cn2c(-c3cncs3)nc3ccccc32)cc1 | -3% | -6%
CC(=O)c1cccc(OCc2cccc(C(N)=O)c2)c1 | -13% | -9%
Cc1ccc(C(=O)Nc2sc3c(c2C(=O)NCc2ccco2)CCC(C(C)(C)C)C3)cc1 (configuration not stated) | -27% | 2%
CC(C)c1cccc(C(C)C)c1-n1ccnc1 | -10% | 0%
COc1cc(-c2nc(Cn3nnc(C(=O)Nc4ccc(F)cc4)c3N)c(C)o2)cc(OC)c1OC | -7% | -7%

Reformatted: entries from further up
Results follow in this order: AID inh, UDG counter
> CCCCN(C)C(=O)C1CCC(CNS(=O)(=O)c2ccc3c(c2)CC(C)N3C(C)=O)CC1 (configuration not stated)
 : -4%, -8%
> CC(CC(=O)C(C#N)C(=O)Nc1ccccc1F)c1ccc(F)cc1 (configuration not stated)
 : -23%, -5%
> CCc1nn2c(=O)cc(COC(=O)C3CCCCC3)nc2s1
 : 20%, 5%

Next part:
Molecule | AID inh | UDG counter
COc1ccc(CNC(=O)c2cc3c(=O)n(Cc4ccco4)ccc3nc2C)c(OC)c1 | 10% | -2%[57.5 µM]
CCC(C(=O)Nc1cccc(Cl)c1C)n1nc(C)c2sc3ccccc3c2c1=O (configuration not stated) | 9% | 43%[activator]
COc1ccc(C(=O)C(C)OC(=O)C23CC4CC(CC(Br)(C4)C2)C3)c(OC)c1 (configuration not stated) | 1% | 1%
C[N+]1(CCCCCCCCCCCCCO)CCCC1 | 7% | 3%
CCOc1ccc(CCNC(=O)c2ccc(CS(=O)Cc3cccc(Cl)c3)o2)cc1 (configuration not stated) | -23% | -1%

In another format: entries from further up.
Values in the order: AID inh, UDG counter
COc1ccc(CNC(=O)c2cc3c(=O)n(Cc4ccco4)ccc3nc2C)c(OC)c1
 : 10%, -2%[57.5 µM]
CCC(C(=O)Nc1cccc(Cl)c1C)n1nc(C)c2sc3ccccc3c2c1=O (configuration not stated)
 : 9%, 43%[activator]
COc1ccc(C(=O)C(C)OC(=O)C23CC4CC(CC(Br)(C4)C2)C3)c(OC)c1 (configuration not stated)
 : 1%, 1%
C[N+]1(CCCCCCCCCCCCCO)CCCC1
 : 7%, 3%
CCOc1ccc(CCNC(=O)c2ccc(CS(=O)Cc3cccc(Cl)c3)o2)cc1 (configuration not stated)
 : -23%, -1%

Only part of the results is shown; count on the stated rates, not on these rows.
